# Assay outcomes deposited in PubChem by National Center for Advancing Translational Sciences (NCATS).
# MBNL1-CUG inh: MBNL1-poly(CUG) RNA binding inhibition; Q9NR56; TR-FRET MBNL1-His/biotin-(CUG)12 binding, 665/545 ratio; Potency, µM (titrated, usually from 57.5 µM), without a hit: top-dose activity change, negative = inhibition, hits mostly inhibitors; 0.036% of 280,000 active; AID 2675; active means well fitted inhibition curve with a large enough effect in the signal ratio, with a control signal flat, not every such curve was filed as active; inconclusive means small, poorly fitted or top-dose-only effect, or effect the other way, or a change in a side signal; inactive means no such curve, though single readings can be large or run the other way; the % refers to the signal ratio; further: potency means the concentration at half of the fitted maximal effect; on the % scale 0 is the no-effect control and ±100 the full control effect
# Target sequence (Q9NR56 whole entry, looked up): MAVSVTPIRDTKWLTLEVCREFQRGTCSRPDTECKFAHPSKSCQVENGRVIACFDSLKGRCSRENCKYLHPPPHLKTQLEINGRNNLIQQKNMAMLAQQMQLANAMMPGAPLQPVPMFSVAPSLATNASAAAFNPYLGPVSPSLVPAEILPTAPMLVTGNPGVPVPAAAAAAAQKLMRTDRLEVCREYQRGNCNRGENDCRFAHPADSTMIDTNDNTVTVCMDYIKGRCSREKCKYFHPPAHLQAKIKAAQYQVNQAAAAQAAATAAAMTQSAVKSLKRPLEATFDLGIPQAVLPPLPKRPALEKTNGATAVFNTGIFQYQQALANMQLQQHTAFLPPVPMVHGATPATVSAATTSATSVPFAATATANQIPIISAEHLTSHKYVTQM
#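 His-tagged MBNL1 binding to biotinylated (CUG)12 RNA was measured by TR-FRET using terbium anti-His antibody (0.055 ng/ul final) and streptavidin-XL665 (5 nM final). Compounds were titrated 92 nM to 58 uM; 60 min at room temperature.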
# Eya2 phos inh: Eya2 (human) phosphatase inhibition; 0.006% of 330,000 active; recombinant Eya2, OMFP fluorescence dephosphorylation (OMFP is methylfluorescein phosphate); AID 488837; Potency, µM (series often up to 76.9 µM), for the others: at the highest dose activity, negative = inhibition, most hits filed as inhibitors; O00167; further: potency means the concentration at half of the fitted maximal effect; on the % scale 0 is the no-effect control and ±100 the full control effect
#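 Eya2 protein (added as 0.2 uM solution) was preincubated with compound for 10 min at ambient temperature in 50 mM HEPES pH 7.5, 50 mM NaCl, 5 uM MgCl2, 0.05% BSA, 1 mM DTT. OMFP (added at 50 uM) then reacted 10 min; fluorescence read at 485/525 nm.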
# KCNH2 WT inh: inhibitors of human wildtype KCNH2 potassium channel; Q12809; AID 720551; activity change, % at 1.84 µM; 0.37% of 340,000 active; U2OS, BacMam KCNH2, thallium flux FluxOr; stronger effect = lower value;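 active means maximum activity change below -70%; inconclusive means maximum activity change between -70% and -50%; inactive means maximum activity change above -50%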; further: on the % scale 0 is the no-effect control and ±100 the full control effect
#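 U2OS cells were transduced with wild-type KCNH2 virus (2.03 x 10^8 / mL) for 4 h at room temperature, then cultured overnight at 37 C. Thallium flux was read with FluxOr dye. Rate constants were normalized to DMSO controls.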
# Chronic BCR inh: chronic active BCR signaling inhibition; ABC-DLBCL IkBa-CBG/CBR reporter, luminescence ratio, 4 h; Potency, µM (series often up to 46.1 µM), for the others: at the highest dose ratio change, negative = lower green/red ratio, actives largely listed as inhibitors; 0.05% of 340,000 active; active means well fitted inhibition curve with a large enough effect in the signal ratio, with a control signal flat, not every such curve was filed as active; inconclusive means small, poorly fitted or top-dose-only effect, or effect the other way, or a change in a side signal; the % refers to the signal ratio;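 further: potency means the concentration at half of the fitted maximal effect; plate controls were basal doxycycline-induced cells for no effect and cells given 10 µM MG132 for full effect; MG132 reads +100%, hits lower the ratio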
#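 Compounds up to 46 uM were incubated four hours with TMD8 cells whose green CBG68 luciferase is fused to IkappaBalpha; red CBR luminescence normalised the signal, and concentration-effect curves were fitted to fusion, red and ratio data.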
# GALK inhibitor: galactokinase (human) inhibition; P51570; Purified GALK, Kinase-Glo residual ATP luminescence; Potency, µM (series often up to 57.5 µM), inactives show at the highest dose activity change, negative = inhibition, actives largely listed as inhibitors; 0.007% of 270,000 active; AID 1868; further: potency means the concentration at half of the fitted maximal effect; on the % scale 0 is the no-effect control and ±100 the full control effect
#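 Compounds were pin-transferred into ATP buffer (35 uM final), then GALK plus galactose (5 nM, 100 uM final) was added. After 1 h at room temperature, Kinase-Glo Plus was added and luminescence read after 10 min.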
# USP2a block: USP2a (human) protease inhibition; O75604; Potency, µM (series often up to 38.3 µM), for the others: at the top dose activity change, negative = inhibition, usual class: inhibitors; USP2 core, Ub-CHOP2 coupled fluorogenic reporter, 485/531; 0.01% of 330,000 active;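 further: potency means the concentration at half of the fitted maximal effect; plate controls were DMSO wells for no effect and full inhibition by NEM control for full effect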
#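 Deubiquitinase activity read as fluorescence (485/531 nm) after Ub-CHOP2 cleavage activates the enterokinase reporter on its substrate; USP2 core 10nM, Ub-CHOP2 and substrate 25nM each, 30min compound preincubation then 60min RT; data normalized to NEM, curves fitted.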
# TSHR antag: human thyrotropin receptor antagonism. P16473. AID 504810. TSHR-expressing cells, TSH-stimulated cAMP HTRF, 2 h; stronger effect = lower value. activity change, negative = inhibition, % at 11.5 µM. 0.2% of 330,000 active;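 active means activity change below a set negative limit, meaning inhibition stronger than a set level, cut at about -70% in these data; inconclusive means activity change between two set negative limits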; further: on the % scale 0 is the no-effect control and ±100 the full control effect
#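 Cell-based HTRF cAMP assay; TSHR cells + compound, TSH EC80 (4nM final), 2 h, 37 deg C. Lysis with anti-cAMP cryptate and cAMP-d2, 30 min RT, read 665/620 nm.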
# Mito fusion act: blocks mitochondrial division or promotes mitochondrial fusion; S. cerevisiae fusion-defective mutant growth rescue, CellTiterGlo 48 h; 0.23% of 320,000 active; Potency, µM (titrated, usually from 46.1 µM), for the others: at the highest dose growth rescue (activation), usual class: activators;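 further: potency means the concentration at half of the fitted maximal effect; % of control where 0% means no effect; nearly all actives have a fitted effect of over 45% in size; temperature-sensitive fusion mutants such as fzo1-1 at 37 °C on non-fermentable ethanol glycerol medium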
#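 Yeast fusion mutant, YPEG (non-fermentable carbon), compound, 48 h at 37C non-permissive; CellTiterGlo added, 10 min RT, luminescence read. Rescued growth = division inhibition.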
# PKM2 act: activators of human pyruvate kinase M2; P14618; purified PKM2, Kinase-Glo ATP luminescence, activation; response scale: 0% is enzyme alone, no compound; Potency, µM (top dose mostly 57.5 µM), inactives show at the highest dose activation, usual class: activators; 0.34% of 260,000 active; AID 1631; further: potency means the concentration at half of the fitted maximal effect; on the % scale 0 is the no-effect control and ±100 the full control effect; nearly all actives have a fitted effect of over 55% in size
#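 hPK-M2, >95% pure; 0.1 mM ADP / 0.5 mM PEP final; imidazole pH7.2 buffer w/ 7 mM MgCl2, 50 mM KCl; 1 h RT; Kinase-Glo lum. Intermediate enzyme activity for dual inhibitor/activator qHTS.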
# Menin-MLL TR inh: inhibitors of human menin-MLL interaction, mutant MLL peptide; 0.23% of 270,000 active; Potency, µM (highest dose often 61.6 µM), without a hit: top-dose FP activity change, negative = inhibition, actives largely listed as inhibitors; Menin + Texas Red MLL mutant peptide, fluorescence polarization; O00255; AID 1768; active means well fitted inhibition curve with a large enough effect in the polarisation, with a control signal flat, not every such curve was filed as active; inconclusive means small, poorly fitted or top-dose-only effect, or effect the other way, or a change in a side signal; inactive means no such curve, though single readings can be large or run the other way; the % refers to the polarisation; further: potency means the concentration at half of the fitted maximal effect; % of control where 0% means no effect; many of its hits are not listed in these tables
# ASM inhibitor: blocks human secretory acid sphingomyelinase; Potency, µM (series often up to 57.5 µM), without a hit: at the top dose activity change, negative = inhibition, usual class: inhibitors; AID 504937; 0.006% of 340,000 active; placental ASM, HMU-PC fluorogenic substrate, 60 min; P17405; further: potency means the concentration at half of the fitted maximal effect
# Target sequence (P17405 47-631 limits assumed): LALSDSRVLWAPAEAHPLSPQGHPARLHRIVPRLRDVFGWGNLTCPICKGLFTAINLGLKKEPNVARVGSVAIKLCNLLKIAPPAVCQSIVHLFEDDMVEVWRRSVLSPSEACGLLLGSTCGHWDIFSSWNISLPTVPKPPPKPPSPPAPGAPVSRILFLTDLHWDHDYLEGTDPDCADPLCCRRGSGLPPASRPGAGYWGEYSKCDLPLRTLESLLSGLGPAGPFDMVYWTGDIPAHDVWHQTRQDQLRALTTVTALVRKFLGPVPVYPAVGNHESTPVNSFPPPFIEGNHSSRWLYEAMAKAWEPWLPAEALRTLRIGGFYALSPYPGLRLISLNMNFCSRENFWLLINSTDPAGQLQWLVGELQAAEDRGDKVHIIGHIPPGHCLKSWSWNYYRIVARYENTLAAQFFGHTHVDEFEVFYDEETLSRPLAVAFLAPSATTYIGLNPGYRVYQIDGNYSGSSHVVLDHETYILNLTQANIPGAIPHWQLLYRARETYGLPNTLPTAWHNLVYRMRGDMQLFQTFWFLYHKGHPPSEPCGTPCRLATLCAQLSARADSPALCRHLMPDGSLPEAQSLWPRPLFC
#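 Human placenta-derived ASM enzyme was preincubated with compound for 10 minutes at room temperature, then given fluorogenic substrate HMU-PC0 (9 uM final) for 60 minutes at 37 °C; a pH 10 stop preceded fluorescence reading at Ex 386/Em 447 nm.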
# * hit, by the source's call; i = inactive; ? = inconclusive; nt = not tested or not shown; [ ] = dose if it differs, or a comment. Unless noted, the call rests on the fitted dose curve; in most records, active means well fitted curve in the direction sought with a large enough effect; inconclusive means small, poorly fitted or top-dose-only effect, or another doubt; inactive means no such curve, though single readings can be large; an effect the other way counts as inactive or inconclusive. The list is partial; the hit share may differ from the screen's.
Molecule	MBNL1-CUG inh	Eya2 phos inh	KCNH2 WT inh	Chronic BCR inh	GALK inhibitor	USP2a block	TSHR antag	Mito fusion act	PKM2 act	Menin-MLL TR inh	ASM inhibitor
COc1ccc(C(=O)NCCCOc2cccnc2)cc1OC1CCN(C(C)=O)CC1	-0.7%	-13.1%	2.2	-5.9%	-8.4%	2.1%	8.5	0.1%	-3.6%	nt	3.4%
O=C(Nc1cc(Cl)ccc1F)c1ccc(-n2cncn2)c([N+](=O)[O-])c1	nt	-1.8%	-0.3	-14.4%	nt	0.0%	3.8	2.9%	nt	nt	-0.7%
O=C(CCc1ccccc1)N[C@@H]1c2ccccc2CC[C@@H]1OCc1ccccc1	nt	-9.8%	-19.0	-4.0%	nt	-1.0%	9.7	nt	nt	nt	8.4%
CC(=O)c1ccc(OCC(=O)NCC(c2ccco2)N2CCCCC2)cc1 (configuration not stated)	15.3%	-1.9%	1.6	-8.8%	0.7%	-3.5%	6.4	-14.0%	-9.7%	-3.3%	0.0%
CCOC(=O)Oc1ccc(C(=O)OCCCN(C)C)cc1OC	-1.1%	-3.6%	3.2	4.3%	-1.2%	-0.2%	9.3	-4.9%	1.8%	-3.2%	0.7%
COc1cccc(/C=N\NC(C)=O)c1OC/C=C/c1ccccc1	3.4%	-4.0%	-10.2	?	3.8%	0.0%	9.3	10.4%	0.8%	-5.6%	2.5%
CSCC(=O)N1CCCC(CO)(CCCc2ccccc2)C1 (configuration not stated)	-0.6%	-2.2%	-15.1	0.0%	8.7%	-0.2%	-16.8	0.2%	-5.5%	-19.6%	2.1%
COCC(C)NC(=O)c1cc2c(ccc3ccccc32)oc1=O (configuration not stated)	?	-9.5%	-8.8	-4.5%	-2.9%	1.3%	1.7	4.0%	-0.3%	-8.2%	i
CCOc1ccccc1NS(=O)(=O)c1cccc2nsnc12	?	13.7%	7.1	-2.7%	-0.6%	1.5%	-2.7	4.1%	0.6%	nt	-1.1%
O=C(Nc1ccccc1)N1CCC(C(=O)N2CCN(S(=O)(=O)c3cccc(F)c3)CC2)CC1	-3.4%	-2.5%	12.2	-0.9%	6.7%	0.4%	-3.2	-3.4%	-4.7%	8.1%	9.5%
CCc1ccc(C(=O)NNC(=O)CCN2CCN(Cc3ccccc3)CC2)cc1	-5.8%	11.6%	13.7	-0.3%	-0.3%	0.8%	1.3	8.0%	-4.4%	-0.2%	-4.4%
O=C1CCCC2=C1C(c1ccncc1)Nc1ccccc1N2 (configuration not stated)	4.9%	5.3%	1.4	14.2%	3.1%	2.3%	-6.4	-3.4%	-4.8%	-5.2%	0.8%
Cc1cccc(C)c1NC(=O)CN(C)C(=O)CSCc1c(C)noc1C	nt	-13.8%	-5.5	-20.6%	nt	-1.3%	-3.0	-7.9%	nt	nt	-0.7%
Cc1ccc(Cn2nnc3c(=O)n(Cc4cccc(C)c4)cnc32)cc1	0.2%	-5.1%	-0.1	11.5%	-1.1%	-0.7%	-4.5	-5.3%	6.0%	16.3%	-4.5%
Cc1ccc(C)c(NC(NC(=O)c2cccnc2)C(Cl)(Cl)Cl)c1 (configuration not stated)	0.3%	0.7%	-12.4	?	-0.2%	-0.4%	-5.7	1.5%	-4.3%	nt	-1.2%
O=C(Nc1ccnc(-c2cccnc2)n1)c1ccccc1Cl	-12.0%	12.1%	6.7	1.1%	-0.3%	3.4%	15.6	-1.8%	0.0%	3.3%	-0.7%
Cc1ccc(S(=O)(=O)Nc2ccccc2C(=O)N2CCCCC2C)c(C)c1NS(C)(=O)=O (configuration not stated)	-2.6%	14.3%	1.3	1.6%	-3.4%	1.2%	-5.9	1.7%	2.7%	-1.6%	-2.8%
Cc1ccc(NC(=O)C2CC(=O)N(C(C)C)C2)cc1C (configuration not stated)	4.1%	0.6%	-10.7	-0.2%	-2.3%	-1.3%	-1.3	3.5%	0.4%	-29.1%	-2.4%
C[C@@H](NS(=O)(=O)c1ccc(Br)cc1F)[C@@H](O)c1ccccc1	nt	-0.6%	33.7	2.7%	nt	3.3%	3.2	nt	nt	nt	1.1%
Cc1ccc(/C=N\NC(=O)CC(=O)NCCc2ccccc2)cc1	0.3%	2.2%	11.7	0.3%	-5.9%	0.1%	10.6	-3.3%	-0.7%	9.7%	1.6%
Cc1cc(C)c(S(=O)(=O)N2CCN(c3ccccc3)CC2)c(C)c1	-0.3%	5.1%	-15.1	1.5%	0.0%	-1.8%	1.7	-3.5%	0.3%	-9.7%	-2.6%
Cc1c(Cc2c(Cl)cccc2Cl)c(=O)ccn1C(C)c1ccccc1 (configuration not stated)	-0.3%	-17.4%	-4.8	19.7%	-3.0%	1.0%	-36.5	4.2%	8.0%	?	-4.6%
CC(=O)OCc1c(F)c(F)c(-n2nc(C)cc2C)c(F)c1F	3.8%	0.9%	0.6	-0.1%	7.1%	4.3%	2.7	3.3%	-8.2%	4.1%	1.8%
CC1CCCC(C)N1C(=O)COC(=O)c1ccc(F)c(S(=O)(=O)N2CCOCC2)c1 (configuration not stated)	-0.1%	-8.7%	-9.1	5.6%	7.7%	-0.5%	0.4	1.0%	-1.8%	nt	3.1%
O=C(CSc1nnc(-c2ccc(Cl)cc2)n1-c1ccccc1)N/N=C/c1ccccc1C(=O)O	-2.7%	1.7%	-6.2	-2.2%	-0.4%	-0.2%	-2.8	-6.6%	2.1%	4.7%	1.8%
Cc1ccc(NC(=O)CN(C)C(=O)Cc2ccc3c(c2)CCC3)cc1	nt	11.1%	-15.8	6.5%	nt	-0.5%	-7.7	-0.1%	nt	nt	nt
COc1ccc(OC)c2[nH]c(=O)c(CCNC(=O)C(=O)c3c[nH]c4ccccc34)cc12	4.1%	-29.4%	nt	-2.1%	5.4%	2.4%	-11.2	0.0%	8.0%	-9.4%	-0.3%
CCOC(=O)N1c2ccccc2C=CC1OCC (configuration not stated)	-19.4%	-2.3%	nt	-3.6%	0.9%	-0.5%	9.8	-2.2%	0.1%	-6.4%	nt
Nc1nnc(SCC(=O)N2CCCCC2)s1	-6.0%	5.1%	-18.3	-0.5%	-5.5%	2.4%	7.2	0.1%	4.0%	nt	1.3%
COc1ccc(/C=N/NC(=O)c2ccc3c(c2)OCCO3)c(OC)c1	7.3%	-6.2%	2.2	?	-1.1%	5.6%	-6.4	-0.2%	3.9%	-25.9%	1.6%
COc1ccc(C(CC(=O)Nc2cc(C)ccn2)N2Cc3ccccc3C2=O)cc1 (configuration not stated)	-1.3%	0.3%	-8.5	?	-2.1%	0.8%	5.0	3.0%	nt	-11.0%	-0.5%
O=C(c1cccnc1Cl)N1CCOCC1	-5.3%	15.8%	-7.2	8.9%	-0.6%	3.1%	-0.9	6.2%	-4.1%	7.2%	0.7%
CCn1nnnc1SCC(=O)Nc1nc2ccccc2s1	-2.5%	6.6%	1.9	6.5%	-0.7%	-1.0%	0.3	-2.4%	-1.0%	-0.1%	3.7%
O=C(Nc1ccc(Cl)cc1)c1cc2c(cc1O)[nH]c1ccccc12	-0.6%	-27.7%	-7.8	17.0%	1.5%	-0.3%	-110.1*	-44.7%[inhibitor]	-5.7%	?	423.7%[activator]
COc1cccc(CNC(=O)Cn2ccc3cc(S(=O)(=O)N4CCCC4)ccc32)c1	-1.1%	-0.2%	3.0	?	-5.7%	1.7%	-2.4	0.8%	nt	7.3%	-2.6%
CCCN(Cc1cc2ccc(C)cc2[nH]c1=O)C(=O)c1cccnc1	-1.2%	0.5%	2.8	0.2%	-0.1%	2.4%	2.9	-1.9%	-4.7%	-17.5%	1.4%
COc1ccc(S(=O)(=O)N2CCN(C)CC2)cc1Br	12.5%	-6.7%	0.2	-3.7%	-0.4%	-2.2%	-5.7	-2.3%	-10.1%	0.7%	2.9%
